Source: PubChem
KCNQ1 act: potentiators or activators of KCNQ1 channel, primary screen, cell-based, thallium flux, high-throughput; AID 2648, 2010; CHO-K1 KCNQ1, thallium flux FluxOR fluorescence; hits give high values; hit rate 0.35% among 310,000; B-score at 10 µM;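 active = fluorescence ratio B-score, a plate-corrected score, at least three library SD, with initial intensity B-score within 5 SD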
Target sequence (P51787 whole entry, looked up): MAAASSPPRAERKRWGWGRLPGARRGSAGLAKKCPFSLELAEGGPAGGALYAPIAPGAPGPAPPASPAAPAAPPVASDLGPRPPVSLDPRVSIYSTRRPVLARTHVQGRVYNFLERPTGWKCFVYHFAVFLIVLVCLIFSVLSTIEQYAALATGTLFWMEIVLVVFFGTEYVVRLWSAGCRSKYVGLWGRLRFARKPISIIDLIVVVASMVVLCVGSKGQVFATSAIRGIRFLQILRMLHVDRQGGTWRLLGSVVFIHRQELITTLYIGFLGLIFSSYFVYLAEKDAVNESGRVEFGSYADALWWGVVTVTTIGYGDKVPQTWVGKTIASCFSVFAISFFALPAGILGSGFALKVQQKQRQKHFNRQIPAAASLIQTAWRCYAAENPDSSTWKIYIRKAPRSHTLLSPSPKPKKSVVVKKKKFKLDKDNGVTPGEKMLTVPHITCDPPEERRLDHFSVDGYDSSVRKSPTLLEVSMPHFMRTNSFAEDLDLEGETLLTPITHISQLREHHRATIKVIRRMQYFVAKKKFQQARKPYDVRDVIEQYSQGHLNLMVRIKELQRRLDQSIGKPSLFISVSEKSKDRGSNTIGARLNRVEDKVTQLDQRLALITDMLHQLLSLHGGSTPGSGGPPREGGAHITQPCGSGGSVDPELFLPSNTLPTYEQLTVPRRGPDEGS
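assay system = CHO-K1 cells stably expressing KCNQ1 | medium = assay buffer, equal DMSO in all wells | timing = 37 °C overnight plating, 90-min dark dye load, 20-min compound pretreatment | measured by = kinetic FluxOR thallium fluorescence, 10-s 1-Hz baseline, 110-s post-stimulus read | measure = fluorescence change relative to baseline, converted to B score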
ANO1 block: TMEM16A chloride channel inhibitors, primary screen, cell-based, HTS; Anoctamin-1 (Mus musculus), Q8BHY3; HEK293 TMEM16A/YFP iodide influx fluorescence, ionomycin; normalized B-score (activity score, 25-100; higher = stronger inhibition) at 10 µM; hit rate 1.2% among 310,000;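 active = ratio plate-corrected score three or more library SD toward inhibition, starting fluorescence score within five deviations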;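 note: score derived from kinetic fluorescence span divided by baseline fluorescence per well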
hERG protect: hERG rescue from dofetilide block, primary screen, cell-based, CHO-hERG, FluxOR thallium flux, dofetilide IC70; Voltage-gated inwardly rectifying potassium channel KCNH2 (Homo sapiens), Q12809; dofetilide IC70 present; activation (rescue from dofetilide block), less the hit threshold, % at 10 µM; hit rate 0.51% among 310,000;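 active = activation above the mean of controls blocked by dofetilide plus 5 SD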;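 note: thallium influx through hERG after potassium depolarization seen as dye fluorescence rise; in these data hits start at about 4.7%; inactives centre near -7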
KCNK9 inh: KCNK9 potassium channel inhibitors, primary screen, HEK293 cells, thallium flux; Potassium channel subfamily K member 9 (Homo sapiens), Q9NPC2; FluxOR thallium flux fluorescence; hits give low values; B-score at 10 µM; hit rate 1.2% among 310,000;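 active = ratio B-score over 3 SD below the library mean, with starting fluorescence within 5 SD of its mean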;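 note: negative B-score means less thallium flux so channel inhibition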
KCNQ1 block: inhibitors of human KCNQ1 channel, primary screen, cell-based, thallium flux, high-throughput; Potassium voltage-gated channel subfamily KQT member 1 (Homo sapiens), P51787; CHO-K1 KCNQ1, FluxOR thallium flux fluorescence; hits give high values; B-score at 10 µM; hit rate 1.3% among 310,000;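 active = compounds whose thallium flux B-score, printed positive for inhibition, exceeds three library SD while starting fluorescence stays within three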;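 note: channel opened by potassium depolarization with thallium stimulus after 20 min compound exposure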
TRPC4 act: activators of mouse TRPC4 channel, primary screen, Fluo4 calcium, HEK293 TRPC4beta/mu-opioid cells; hit rate 0.49% among 310,000; Fluo4 calcium fluorescence; hits give high values; B-score at 10 µM;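 active = B-score above 5 SD of library B-scores, and initial fluorescence ratio not above library mean plus 5 SD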;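 note: positive B-score marks a calcium rise read as TRPC4 activation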
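Test system: HEK293 cells stably co-expressing mouse TRPC4beta and mu-opioid receptor | Schedule: Fluo4 dye loading 45 min at room temperature, 110 s recording | Measured by: Kinetic Fluo4 calcium fluorescence, 5 s baseline at 1 Hz | Evaluation: B score of integrated ratio | Controls: Buffer (low) and maximal DAMGO (high)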
HDAC3 inhib: HDAC3 deacetylase inhibitors, primary screen, biochemical, fluorescence, cell-free homogeneous; hit rate 0.15% among 320,000; AID 2718, 2010; recombinant HDAC3, fluorogenic peptide/trypsin coupled; Histone deacetylase 3 (Homo sapiens), O15379; inhibition, % at 8.3 µM; in the data active = inhibition above about 26%, passing the limit was not always enough; inconclusive = no clear call, values can overlap the other calls
Target sequence (O15379 whole entry, looked up): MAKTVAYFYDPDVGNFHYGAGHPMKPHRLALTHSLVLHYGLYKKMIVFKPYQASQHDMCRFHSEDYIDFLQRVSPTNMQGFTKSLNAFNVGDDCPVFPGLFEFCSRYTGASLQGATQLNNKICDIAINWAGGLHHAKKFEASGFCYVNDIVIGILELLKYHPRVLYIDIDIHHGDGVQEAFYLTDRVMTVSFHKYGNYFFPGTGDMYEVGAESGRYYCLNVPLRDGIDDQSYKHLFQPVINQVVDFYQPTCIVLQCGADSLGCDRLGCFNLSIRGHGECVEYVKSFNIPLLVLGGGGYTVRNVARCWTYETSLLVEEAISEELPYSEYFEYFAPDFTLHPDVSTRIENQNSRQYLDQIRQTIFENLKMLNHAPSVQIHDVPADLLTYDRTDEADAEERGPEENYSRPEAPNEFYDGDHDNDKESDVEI
Dyrk1A ADPGlo: rat Dyrk1A kinase inhibitors, primary screen, biochemical, single point, plate reader; ADP-Glo luminescence, NFATc1 peptide; inhibition, % at 12.5 µM; Dual specificity tyrosine-phosphorylation-regulated kinase 1A (Rattus norvegicus), Q63470; hit rate 0.43% among 310,000; AID 504441, 2011; in the data active = inhibition above about 50%;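 note: plate controls were vehicle with enzyme for no effect and no enzyme for full effect; many of its hits are not listed in these tables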
TMEM16A act: TMEM16A chloride channel activators or potentiators, primary screen, cell-based, HTS; HEK293 TMEM16A/YFP-H148Q/I152L, iodide quench fluorescence; hits give low values; B-score at 10 µM; hit rate 0.3% among 340,000;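 active = fluorescence-ratio B-score plate-corrected deviation score at least 3 library SD below zero, with starting fluorescence score within 5 deviations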;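 note: channel opened by trigger with iodide after compound preincubation; score built on the fluorescence ratio of max minus min over baseline; more negative score means more quench and so TMEM16A activation or potentiation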
KCNK3 inh: human KCNK3 channel inhibitors, primary screen, CHO cells, FluxOR thallium flux, B-score; hit rate 0.84% among 340,000; FluxOR fluorescence; hits give low values; AID 602410, 2012; B-score at 10 µM;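 active = B-score under library mean minus 4 SD, starting fluorescence ratio at most library mean plus 5 SD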;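 note: more negative B-score means stronger inhibition of thallium flux through KCNK3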
TRPC4 potent: positive allosteric modulators of TRPC4, primary screen, cell-based, mouse TRPC4beta, HEK293 mu-opioid, Fluo-4 calcium | Short transient receptor potential channel 4 (Mus musculus), Q9QUQ5 | DAMGO EC20, Fluo-4 Ca2+ flux; hits give high values | B-score at 10 µM | hit rate 0.42% among 310,000;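 active = B-score of calcium response area above 5 SD of library B-scores, with initial fluorescence ratio within 5 SD of library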;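 note: B-score of integrated fluorescence ratio over time as area under calcium response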
An asterisk follows results filed as active; i = inactive; u = inconclusive; x = no result given; & = joins results of further samples. These rows are one share of the data, so the mix of outcomes need not match the whole.

nr	SMILES	KCNQ1 act	ANO1 block	hERG protect	KCNK9 inh	KCNQ1 block	TRPC4 act
1	Cc1ccc(NC(=S)NC(CO)C(O)c2ccc([N+](=O)[O-])cc2)cc1 (stereo not given)	i	i	-6	i	i	i
2	COc1cccc(-c2csc3nnc(SCC(=O)NCc4cccs4)n23)c1	i	i	2	i	i	i
3	O=C(O)CCCCCCCCc1cn(CN2C(=O)c3ccccc3C2=O)nn1	i	i	0	i	i	i
4	CCOc1ccc(C(Nc2ccc(C)cc2)P2(=O)OCC(C)(C)CO2)cc1 (stereo not given)	i	i	-5	i	i	i
5	CC(=O)NCCc1nc2ccccc2n1Cc1cccc(C)c1	i	i	-9	i	i	i
6	O=C(c1cccs1)N1C(=O)c2cccc3cccc1c23	i	i	-12	i	i	i
7	N#CC(/C(=N/S(=O)(=O)c1cccs1)c1ccccc1)c1nc2ccccc2[nH]1 (stereo not given)	i	i	-5	i	i	i
8	Cc1cccc(C)c1NC(=O)CSc1nc(C)c(CC(=O)c2ccc(Br)cc2)c(C)c1C#N	i	i	-7	i	i	i
9	O=C(CCSc1nnc(-c2ccncc2)o1)Nc1ccc(F)cc1	i	i	-3	i	i	i
10	Cc1cc(F)ccc1S(=O)(=O)N1CCCOC1CNC(=O)C(=O)NC1CCCCC1 (stereo not given)	i	i	-3	i	i	i
11	O=C(NCC(c1ccco1)N1CCOCC1)c1ccc(F)c(F)c1 (stereo not given)	i	i	-11	i	i	i
12	COc1ccc(N2CC(NS(=O)(=O)c3ccc4ccccc4c3)CC2=O)cc1 (stereo not given)	i	i	-17	i	i	i
13	CCn1c(SCC(=O)Nc2nc(C)cs2)nnc1C(C)NC(=O)c1ccccc1 (stereo not given)	i	i	-2	i	i	i
14	CCOC(=O)NC(=O)CSc1nc(C)cc(C(F)(F)F)c1C#N	i	i	-7	i	i	i
15	Cc1cc(C)c(S(=O)(=O)Nc2ccc(O)c(Sc3ncn[nH]3)c2)c(C)c1	i	i	-9	i	i	i

nr	HDAC3 inhib	Dyrk1A ADPGlo	TMEM16A act	KCNK3 inh	TRPC4 potent
1	2	0	i	i	i
2	-6	-1	i	i	i
3	13	5	i	i	i
4	-1	-2	i	i	i
5	-4	x	i	i	i
6	-3	-8	i	i	i
7	13	0	i	i	i
8	1	-1	i	i	i
9	1	-4	i	i	i
10	x	x	i	i	i
11	2	-3	i	i	i
12	-2	-9	i	i	i
13	-3	-4	i	i	i
14	-7	-6	i	i	i
15	7	-5	i	i	i

Additional results.
nr	SMILES	KCNQ1 act	ANO1 block	hERG protect	KCNK9 inh	KCNQ1 block	TRPC4 act
16	Cc1ccc(-n2[nH]c(C)c(C=Nc3ccc(S(=O)(=O)Nc4nccs4)cc3)c2=O)c(C)c1	i	i	-15	i	i	i
17	C/C(N)=C(/C#N)C(=O)COC(=O)C(NS(=O)(=O)c1ccc(Cl)cc1)C(C)O (stereo not given)	i	i	-15	i	i	i
18	Nc1ccc(-c2ccc(C(=O)O)s2)cn1	i	i	2	i	i	i
19	Cc1ccc(N2CC(C(=O)N3CCCc4ccccc43)CC2=O)cc1 (stereo not given)	i	i	-6	i	i	i
20	CC(=O)c1c(C)[nH]c(C(=O)OCC(=O)NCCC(C)C)c1C	i	i	-5	i	i	i
21	CCOC(=O)C1CCN(S(=O)(=O)c2ccc3c4c2CC(=O)N4CC(C)S3)CC1 (stereo not given)	i	i	-11	i	i	i
22	O=C(c1ccccc1)c1c[nH]c(C(=O)C(Cl)(Cl)Cl)c1	i	i	-13	i	i	i
23	COc1ccc(Cl)cc1S(=O)(=O)N1CCCC1	i	i	-6	i	i	i
24	Cc1cccc(C(=O)Nc2ccc(C(=O)c3ccccc3)cc2)c1	i	i	-3	-15*	i	i
25	Cc1ccc(S(=O)(=O)NN2C(=O)c3ccccc3NC2(C)C)cc1	i	i	-4	i	i	i
26	CCCC1=[N+](CC(=O)c2ccccc2)CCn2cccc21	i	i	-5	i	i	i
27	O=C(Nc1ccc(S(=O)(=O)NC2=NCCCCC2)cc1)C1COc2ccccc2O1 (stereo not given)	i	i	-4	i	i	i
28	Cc1cc(N2C(=O)C(O)=C(C(=O)c3cccs3)C2c2cccc(O)c2)no1 (stereo not given)	i	i	-2	i	i	i
29	CSc1ccccc1NC(=O)CN(C)C(=O)CCc1c[nH]c2ccccc12	i	i	-4	i	i	i
30	CC(=O)CSc1nnc(NC(=O)CCc2ccccc2)s1	i	i	-9	i	i	i

nr	HDAC3 inhib	Dyrk1A ADPGlo	TMEM16A act	KCNK3 inh	TRPC4 potent
16	7	x	x	x	i
17	-5	-3&5	i	i	i
18	-461	71*	i	i	i
19	-3	-1	i	i	i
20	1	5	i	i	i
21	-2	0	i	i	i
22	1	-3	i	i	i
23	3	-2	i	i	i
24	9	x	i	i	i
25	-32	0	i	i	i
26	0	-6	i	i	i
27	x	-2	i	i	i
28	1	6	i	i	i
29	-5	28	i	i	i
30	11	x	i	i	i

Quoted at random: 4 compounds from above.
nr	SMILES	KCNQ1 act	ANO1 block	hERG protect	KCNK9 inh	KCNQ1 block	TRPC4 act
17	C/C(N)=C(/C#N)C(=O)COC(=O)C(NS(=O)(=O)c1ccc(Cl)cc1)C(C)O (stereo not given)	i	i	-15	i	i	i
30	CC(=O)CSc1nnc(NC(=O)CCc2ccccc2)s1	i	i	-9	i	i	i
16	Cc1ccc(-n2[nH]c(C)c(C=Nc3ccc(S(=O)(=O)Nc4nccs4)cc3)c2=O)c(C)c1	i	i	-15	i	i	i
26	CCCC1=[N+](CC(=O)c2ccccc2)CCn2cccc21	i	i	-5	i	i	i

nr	HDAC3 inhib	Dyrk1A ADPGlo	TMEM16A act	KCNK3 inh	TRPC4 potent
17	-5	-3&5	i	i	i
30	11	x	i	i	i
16	7	x	x	x	i
26	0	-6	i	i	i

The list goes on:
nr	SMILES	KCNQ1 act	ANO1 block	hERG protect	KCNK9 inh	KCNQ1 block	TRPC4 act
31	CCCCCCCC(=O)NC(Nc1ccc(S(N)(=O)=O)cc1)C(Cl)(Cl)Cl (stereo not given)	i	i	-15	i	i	i
32	Cc1[nH]n(-c2ccccc2)c(=O)c1C(C[N+](=O)[O-])c1ccc(F)cc1 (stereo not given)	i	i	-6	i	i	i
33	CC1(C)Cc2cccc(OCC(=O)O)c2O1	i	i	-4	i	i	i
34	CCOC(=O)CSc1n[nH]c(=S)s1	i	i	-8	i	i	i
35	COc1ccc(CNC(=O)c2cccc(-c3ccc(C)c4ccccc34)n2)cc1	i	i	-11	i	i	i
36	COC(=O)c1cc(OC)c(OC)cc1N	i	i	-6	i	i	i
37	COc1ccc(C2C(C(C)=O)=C(O)C(=O)N2CCc2c[nH]c3ccccc23)cc1OC (stereo not given)	i	i	-4	i	i	i
38	COc1ccc2c(c1)[C@H]1[C@H](CO2)[C@H](c2ccccc2)[C@]2(C)C(=O)Nc3cc(OC)c(OC)cc3C(=O)N12	x	i	x	x	x	x
39	Cc1cc(/C=C2\SC(=Nc3ccc(F)cc3)NC2=O)c(C)n1-c1ccc(S(N)(=O)=O)cc1	i	i	-11	i	i	i
40	CN(CC(=O)Nc1ccc(N2CCOCC2)cc1)CC(=O)Nc1cccc(C#N)c1	i	i	0	i	i	i
41	COc1ccc(C)cc1S(=O)(=O)N1CCCC(C(=O)NC2CC2)C1 (stereo not given)	i	i	-5	i	i	i
42	CCOC(=O)c1oc2ccccc2c1N	i	i	-2	i	i	i
43	COc1ccc(C(=O)Sc2ccc(Cl)cc2)cc1OC	i	i	-5	i	i	i
44	CCOc1cccc(-c2nnc3sc(-c4cc(OC)c(OC)c(OC)c4)nn23)c1	i	i	-9	i	i	i
45	O=C(N/C(=C\c1ccc(Br)cc1)C(=O)N1CCOCC1)c1ccco1	i	i	-6	i	i	i

nr	HDAC3 inhib	Dyrk1A ADPGlo	TMEM16A act	KCNK3 inh	TRPC4 potent
31	u	8	i	i	i
32	-7	0	i	i	i
33	-3	3	i	i	i
34	1	4	i	i	i
35	3	3	i	i	i
36	3	-2	i	i	i
37	-7	-2	i	i	i
38	3	-2	i	i	x
39	1	x	i	i	i
40	4	3	i	i	i
41	1	0	i	i	i
42	-2	-6	i	i	i
43	2	-1	i	i	i
44	1	1	i	i	i
45	-1	1	i	i	i

Single values from the results shown:
Under Dyrk1A ADPGlo, COc1ccc(CNC(=O)c2cccc(-c3ccc(C)c4ccccc34)n2)cc1 has the entry 3
Under Dyrk1A ADPGlo, COc1ccc(C)cc1S(=O)(=O)N1CCCC(C(=O)NC2CC2)C1 (stereo not given) has the entry 0

Other compounds.
nr	SMILES	KCNQ1 act	ANO1 block	hERG protect	KCNK9 inh	KCNQ1 block	TRPC4 act
46	Cc1onc(-c2ccccc2)c1-c1n[nH]c(=S)n1-c1ccccc1Cl	i	i	-9	i	i	i
47	CCn1c(SCC(=O)Nc2ccc(Cl)cc2)nc2nc3c(cc2c1=O)CCCC3	i	i	-5	i	i	i
48	O=C(c1ccc(OC2CCN(C/C=C/c3ccc(F)cc3)CC2)cc1)N1CCCCC1	i	i	-14	i	i	i
49	CN(C(=O)c1ccc(-c2nn(C)c(=O)c3ccccc23)cc1)C1CCCCC1	i	i	-23	i	i	i
50	CCCCOc1ccc(C2OC34CCCCC3C(C#N)(C#N)C2(C#N)C(=N)O4)cc1 (stereo not given)	i	i	-15	i	i	i
51	Cc1ccnc(SC2CC(=O)N(c3ccc([N+](=O)[O-])cc3)C2=O)n1 (stereo not given)	i	i	-5	i	i	i

nr	HDAC3 inhib	Dyrk1A ADPGlo	TMEM16A act	KCNK3 inh	TRPC4 potent
46	1	-4	i	i	i
47	8	-12	i	i	i
48	1	-2	i	i	i
49	2	-3	i	i	i
50	-10	-3	i	i	i
51	-4	x	i	i	i
